From PubChem
MITF inh: MITF inhibitors, primary screen, biochemical, AlphaScreen, human; AID 1259374, 2018; inhibition, % at 2.6 µM; Microphthalmia-associated transcription factor (Homo sapiens), O75030; AlphaScreen MITF homodimerization, bead proximity signal; 0.91% of 650,000 active; in the data active = inhibition above about 50%;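 note: 0% = vehicle wells with protein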
Target sequence (O75030 whole entry, looked up): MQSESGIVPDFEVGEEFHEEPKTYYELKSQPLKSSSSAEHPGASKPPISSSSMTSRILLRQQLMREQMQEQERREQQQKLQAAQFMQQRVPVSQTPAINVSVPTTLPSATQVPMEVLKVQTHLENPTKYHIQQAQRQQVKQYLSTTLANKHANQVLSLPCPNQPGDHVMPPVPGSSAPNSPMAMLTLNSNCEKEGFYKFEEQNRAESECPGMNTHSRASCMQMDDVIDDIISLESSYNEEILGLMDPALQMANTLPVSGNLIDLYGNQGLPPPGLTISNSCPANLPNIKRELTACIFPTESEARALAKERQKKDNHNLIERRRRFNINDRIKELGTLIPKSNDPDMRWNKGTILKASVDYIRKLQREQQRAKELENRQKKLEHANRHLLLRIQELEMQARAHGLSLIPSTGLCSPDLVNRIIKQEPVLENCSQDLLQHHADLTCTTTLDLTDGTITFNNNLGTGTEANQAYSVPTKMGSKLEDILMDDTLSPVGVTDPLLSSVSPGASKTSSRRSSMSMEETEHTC
TEAD-YAP block: TEAD-YAP interaction inhibition, primary screen, TEAD-YAP interaction inhibitor project, luminescence, HEK-TIYL cells | TEAD-Gal4/YAP UAS-luciferase luminescence | inhibition, % at 9.12 µM | 1.4% of 640,000 active | AID 1259422, 2018; in the data active = inhibition above about 32%;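 note: 0% = median of test compound wells and 100% = reference inhibitor wells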
GPR151 ag: activators of human GPR151, primary screen, cell-based, PathHunter beta-arrestin, luminescence | G-protein coupled receptor 151 (Homo sapiens), Q8TDV0 | PathHunter beta-arrestin GPR151 cells | activation, % at 11.2 µM | 1% of 650,000 active | AID 1508602, 2020; in the data active = activation above about 4.9%;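 note: 0% = median of compound wells and 100% = cells with positive control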
Target sequence (Q8TDV0 whole entry, looked up): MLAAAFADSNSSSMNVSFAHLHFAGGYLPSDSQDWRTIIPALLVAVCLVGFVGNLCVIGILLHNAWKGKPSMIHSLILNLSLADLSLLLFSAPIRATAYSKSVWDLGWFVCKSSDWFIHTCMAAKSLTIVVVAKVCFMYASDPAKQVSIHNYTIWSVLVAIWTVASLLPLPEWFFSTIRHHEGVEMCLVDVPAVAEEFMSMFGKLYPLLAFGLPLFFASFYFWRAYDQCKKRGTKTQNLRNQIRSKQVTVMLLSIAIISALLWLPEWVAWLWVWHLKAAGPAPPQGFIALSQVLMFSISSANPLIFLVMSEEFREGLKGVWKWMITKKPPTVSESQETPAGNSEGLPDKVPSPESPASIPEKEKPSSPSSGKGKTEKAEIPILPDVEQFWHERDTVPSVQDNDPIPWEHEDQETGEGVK
FBW7 act: FBW7 E3 ligase activators, primary screen, biochemical, AlphaScreen, human; F-box/WD repeat-containing protein 7 (Homo sapiens), Q969H0; AlphaScreen FBW7–phospho-cyclin E peptide binding, activator screen; normalized activity (activation), % at 26.1 µM; 0.13% of 650,000 active; in the data active = normalized activity above about 1.9%;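 note: purified mutant Fbw7 with reduced substrate affinity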
Numbers without * were called inactive.

Molecule | MITF inh | TEAD-YAP block | GPR151 ag | FBW7 act
O=C(Nc1ccc2nn(-c3cccc(Cl)c3)nc2c1)c1cccc(I)c1 | -5 | -9 | -0.2 | -0.4
CCOC(=O)C(C)Oc1ccc2c(C)c(Cc3ccccc3)c(=O)oc2c1 (stereo not given) | 2 | 7 | -0.2 | 0.0
CC(C)c1cc(C(=O)Nc2cc(Cl)ccc2O)no1 | 5 | -73 | 0.5 | -0.2
C=CCNC(=O)c1cnn2c(C)c(Cc3ccccc3)c(C)nc12 | 10 | 7 | 1.3 | 0.1
N#Cc1cc([N+](=O)[O-])ccc1NC(=O)COC(=O)Cn1c(C(F)(F)F)nc2ccccc21 | 3 | 12 | 0.4 | 0.0
CN(C)c1ccc(C2OCC3(CO2)SC(=O)NC3=O)cc1 (stereo not given) | 11 | 12 | -1.1 | 4.9*
Cc1ccc(S(=O)(=O)Nc2cc(C)c(O)c(C)c2Br)cc1 | -4 | 10 | 1.4 | 0.0
COC(=O)/C(=C/c1cccc([N+](=O)[O-])c1)NC(=O)c1ccco1 | 4 | 15 | -0.6 | -0.1
COc1ccc(N2C(=O)CSC2c2cccc(C(F)(F)F)c2)cc1 (stereo not given) | 4 | -1 | -0.2 | 0.0
Cc1cccc(-n2ncc3c(N(CCO)CCO)ncnc32)c1 | -1 | -56 | 0.1 | -0.1
COc1ccc(C(C)=O)cc1COC(=O)c1cccc(C)c1C | -2 | 10 | 1.1 | 0.1
Cn1ncc2c(NCc3ccc(Cl)cc3)ncnc21 | 11 | -6 | 0.1 | 1.1
CC(C(=O)NC1CC1)N(c1ccc(Cl)cc1)S(C)(=O)=O (stereo not given) | 10 | 2 | 1.3 | 0.0
CCOC(=O)CN(c1ccccc1C)S(=O)(=O)c1ccc(Cl)cc1 | -1 | -7 | -1.1 | 0.0
CC1=C(C(=O)Nc2nc3ccccc3s2)C(c2ccc(Br)cc2)C2=C(CC(C)(C)CC2=O)N1 (stereo not given) | -13 | 2 | 0.2 | 0.1
CCOc1ccc(NC(=O)C2C3C=CC4(O3)C2C(=O)N(Cc2ccc(OC)cc2)C4C(=O)NC2CCCCC2C)cc1 (stereo not given) | 3 | 7 | 2.3 | -0.2
CC(=O)N1c2c(C)ccc(C)c2-c2ccccc2S1(=O)=O | -19 | -8 | 0.9 | -0.2
N#CCn1c(=O)n(Cc2ccccc2Cl)c(=O)c2cccnc21 | 23 | 2 | -0.5 | 0.1
Cc1ccc(S(=O)(=O)N/N=C/c2cc(Br)ccc2O)cc1 | -9 | 2 | 0.8 | 0.0
C=CCOC(=O)/C(=C\c1ccco1)NC(=O)c1ccccc1Cl | -36 | 0 | 4.4 | 0.1
Cc1ccc(NC(=O)C2CCCN(S(=O)(=O)c3c(C)noc3C)C2)cc1 (stereo not given) | -6 | -12 | -0.7 | 0.1
COc1cc([N+](=O)[O-])ccc1NC(=O)/C(=C/c1ccc2c(c1)OCO2)NC(=O)c1ccc(Br)cc1 | -11 | -7 | -0.4 | -0.1
C=CCn1c(SCC(=O)Nc2ccccc2C)nc2sc3c(c2c1=O)CCCC3 | 4 | -2 | -0.2 | -0.1
Nc1c(C(=O)N2CCCCC2)sc2nc(N3CCOCC3)c3c(c12)CCCC3 | 8 | 1 | -1.0 | 0.5
Cc1nn(C)c(C)c1-c1nc2c(Nc3ccccc3)ncnc2n1C(C)C | 8 | -33 | 2.4 | 0.1
Cc1ccccc1Nc1c([N+](=O)[O-])cncc1[N+](=O)[O-] | 15 | 14 | 0.5 | -0.4
O=C(NC(=S)Nn1cnnc1)c1ccc(F)cc1Cl | 10 | -1 | -0.8 | 0.1
COc1cccc(C2C=C(c3ccc(Cl)cc3)Nc3ncnn32)c1 (stereo not given) | 0 | 5 | -0.6 | -0.1
Cc1ccc(CN(C(=S)NCC(=O)NC2CCCCC2)C2CCCCC2)cc1 | 0 | 1 | -0.6 | 0.2
CN1CCN(c2ccc(-c3nc(NCc4ccccc4)c4ncn(C5CCCCC5)c4n3)cc2)CC1 | 5 | -7 | -1.0 | 0.0
COC(=O)C1=CN(C)C=C(C(=O)OC)C1c1cccc([N+](=O)[O-])c1 | 9 | 9 | -1.3 | 0.0
CCCCS(=O)(=O)Nc1ccc2c(c1)ncn2C1CCCCC1 | 2 | 4 | 0.9 | 0.0
CCOc1cc(C2C(C(=O)OCCSCC)=C(C)NC3=C2C(=O)CC(c2ccc(OC)cc2)C3)ccc1OC(C)=O (stereo not given) | 2 | 9 | -0.8 | -0.1
CS(=O)(=O)N(CC(=O)NC1CCCC1)c1ccc(I)cc1 | -14 | 3 | 1.2 | 0.0
O=C(Nc1ccccc1)c1csc(N2CCN(c3ccccn3)CC2)n1 | -11 | -19 | -0.4 | 0.1
CC(C)C(=O)Nc1cc(Cl)ccc1Cl | 10 | -4 | 0.3 | 1.1
CS(=O)(=O)c1cccc(C(=O)Nc2nccs2)c1 | 2 | -12 | -0.5 | -0.2
Cc1cc(NCCCN2CCCC2=O)nc(NCc2ccc3c(c2)OCO3)n1 | 12 | -1 | 2.6 | 0.5
O=C(/C=C/c1ccc(S(=O)(=O)N2CCOCC2)cc1)N(CCO)Cc1ccccc1 | -1 | 0 | -1.1 | -0.1
Cc1c(C(=O)N2CCc3ccccc32)c(-c2ccccc2)nn1-c1ccccc1 | 5 | 5 | 1.3 | 0.0

Two compounds from above with just MITF inh.
mol,MITF inh
O=C(/C=C/c1ccc(S(=O)(=O)N2CCOCC2)cc1)N(CCO)Cc1ccccc1,-1
Cc1c(C(=O)N2CCc3ccccc32)c(-c2ccccc2)nn1-c1ccccc1,5

Following part
Molecule | MITF inh | TEAD-YAP block | GPR151 ag | FBW7 act
Cc1cccc(C(=O)NCc2ccc(Cl)cc2)c1[N+](=O)[O-] | 10 | 5 | -2.0 | 0.3
O=c1[nH]c(SCCc2ccccc2)nc2c1C1(CCCCC1)Cc1ccccc1-2 | -4 | 1 | -0.4 | 0.0
Cc1onc(-c2c(F)cccc2Cl)c1C(=O)NCC(=O)O | -1 | 3 | 1.0 | 0.0
CCOc1ccc(-n2c(SCC(=O)N3CCOCC3)nc3c(c2=O)SCC3)cc1 | 7 | 13 | -0.5 | 0.7
O=C1c2ccccc2C(=O)N1c1ccc(S(=O)(=O)Nc2cccc(Br)c2)cc1 | 9 | 4 | 0.6 | 0.0
CCSc1sc(CC)cc1C1C(C#N)=C(N)N(c2cccc(Cl)c2)C2=C1C(=O)CCC2 (stereo not given) | -4 | 0 | -0.8 | -0.1
O=C(O)c1ccc(CNC(=S)Nc2ccccc2)cc1 | -1 | -7 | -0.9 | 0.0
CC1CCCCC1NC(=O)CN1CCN(Cc2ccc(Cl)cc2)C1=O (stereo not given) | -2 | 0 | -0.9 | -0.1
Cc1nnc(N2C(=O)C(=O)/C(=C(/O)c3ccc(F)cc3)C2c2ccccc2)s1 (stereo not given) | 7 | -2 | -1.3 | 0.0
CCN(CC)Cc1c(O)ccc2c(=O)c(Oc3cc(C)cc(C)c3)coc12 | -16 | 3 | 1.4 | 0.0
CCOc1ccc(NC(=O)CN2CCN(c3ccc(Cl)cc3)CC2)cc1 | 8 | 15 | 1.2 | -0.2
O=C(Nc1cccc2c1C(=O)c1ccccc1C2=O)c1ccc2c(c1)OCCO2 | -2 | -14 | -1.3 | 0.0
COc1ccc2oc(=O)c(/C(C)=N\NC(N)=S)cc2c1 | -12 | -2 | 0.9 | -0.8
CC(=O)Nc1ccc(N2C(=O)CC(NCCc3cccc(F)c3)C2=O)cc1 (stereo not given) | 12 | 6 | 2.4 | 0.0
O=C1NNC(=O)C2C3C=CC(C4CC34)C12 (stereo not given) | -6 | -4 | -1.3 | -0.2
COc1ccc(C(=O)NCC(C)Oc2cccc(CN(C)Cc3ccoc3)c2)cc1OC (stereo not given) | -1 | 0 | 1.3 | 0.0
Cc1noc(C)c1COC(=O)c1cc2c(s1)CCCC2 | -1 | 16 | 1.3 | -0.2
CCOC(=O)c1sc(NC(=O)CSc2nnc(CNC(=O)Cc3ccccc3)n2-c2ccc(F)cc2)c(C(=O)OCC)c1C | -6 | 2 | 0.2 | 0.0
CSc1nnc(-c2ccccc2)n1CCCN1CCCC1=O | 3 | 10 | 1.1 | 0.1
O=C(CNCc1ccccc1F)Nc1ccc(N2CCCC2)cc1 | 12 | 9 | -0.2 | -0.2
COC(=O)C1=C(C)NC(=O)NC1c1cccc(OC)c1O (stereo not given) | 3 | 2 | -0.2 | -0.3
COc1ccc(C2=NN(C(=O)CSc3nnc(CNC(=O)c4cccs4)n3Cc3ccccc3)C(c3ccc(C)cc3)C2)cc1 (stereo not given) | 6 | 12 | 1.8 | 0.0
O=C1/C(=C/c2cn(Cc3ccccc3F)c3ccccc23)Sc2ccccc21 | 4 | -8 | 0.4 | -0.2
O=C(/C=C/c1cccc(F)c1)Nc1ccc2[nH]ncc2c1 | -10 | 1 | 0.7 | -0.3
O=C(NCc1cccc(C(F)(F)F)c1)c1ccc2nc(Nc3ccc(C(F)(F)F)cc3)sc2c1 | 3 | -3 | 0.2 | 0.1
Cc1ccnc(NC(=O)c2cc3c(=O)n(C)c4ccccc4c3s2)c1 | -2 | 0 | -0.8 | 0.0
COc1ccc(S(=O)(=O)NC(CC(=O)NCCCN2CCOCC2)C(C)C)cc1 (stereo not given) | -2 | 3 | -1.7 | -0.2
O=C(O)c1nn(CCOc2ccc(Br)cc2)c(=O)c2ccccc12 | 14 | 0 | 0.7 | 0.6
COc1ccc(C2CC(=O)C3=C(C2)NC(C)=C(C#N)C3c2ccc(N(C)C)cc2)cc1 (stereo not given) | 1 | 28 | -0.2 | 0.0
CSc1nc2sccn2c(=O)c1C(=O)NCc1c(F)cccc1F | -3 | 9 | 0.1 | -0.6
CN(C)c1ccc(/C=C2/NC(=O)N(Cc3ccc(F)cc3)C2=O)cc1Br | -4 | -1 | 0.2 | -0.1
O=C(CCC(=O)n1ncc2ccc(Cl)cc21)NCc1ccccc1Br | -11 | -1 | 1.7 | -0.2
CC(C)(C)OC(=O)COC(=O)CNC(=O)c1ccc(Cl)cc1Cl | -7 | 1 | -1.6 | 0.0
CC/C(Cc1ccccc1)=N\NC(=O)c1ccccc1 | 22 | -21 | -1.2 | 0.2
Cc1cc(=O)[nH]c(N/N=C/c2ccc3c(c2)OCCO3)n1 | 9 | -4 | -1.9 | 0.3
O=C(c1nc2ccccn2c1CN1CCCC(CO)C1)N1CCN(C2CCCCC2)CC1 (stereo not given) | 3 | 2 | 0.7 | -0.1
CC(=O)Nc1ccccc1NC(=O)c1cccc(I)c1 | 7 | 2 | -2.2 | 0.3
COc1cccc(CNC(=O)c2cc(Sc3ccc(Cl)cc3)nc3ccccc23)c1 | -4 | -5 | -0.2 | 0.0
CC(C)N1CCc2c(sc(NC(=O)c3ccc(-c4ccccc4)cc3)c2C(N)=O)C1 | 0 | 7 | 0.0 | 0.0
COc1ccc2nc(SCCc3ccccc3)nc(C)c2c1 | -8 | -74 | 0.9 | 0.5
CCC(=O)NNC(=O)c1ccccc1OC | 10 | 5 | -0.4 | -0.1
S=c1[nH]nc(-c2cccs2)n1Cc1ccccc1 | 26 | -16 | -1.6 | 0.6
O=C(O)c1cccnc1SCc1csc(-c2ccccc2)n1 | 1 | -22 | -1.6 | 0.0
O=C(Cc1cscn1)N1CCOc2ccc(CN3CCN(c4ccccc4)CC3)cc2C1 | 8 | 19 | 1.3 | 0.0
O=C(Cc1ccc(F)cc1)OCC(=O)c1c[nH]c2ccccc12 | 13 | 3 | -1.1 | 0.9
CCCc1ccc(OC(=O)c2sc3ncn(CC)c(=O)c3c2C)cc1 | 4 | -11 | -0.9 | -0.1
Cc1cc(N2CCCCC2)nc(N2CCN(C(=O)Nc3cccc(Cl)c3)CC2)n1 | -3 | 0 | 0.5 | 0.1
COc1ccc(OC)c(C(c2nnnn2C(C)C)N2CCN(C3CCCCC3)CC2)c1 (stereo not given) | 4 | -4 | 0.2 | 0.1
O=C(Cn1ncc2ccsc2c1=O)NCCc1ccccc1 | -8 | 0 | 0.7 | -0.2
CC1(C)CC(=O)C(Sc2ccc(Cl)cc2)C(=O)C1 | 22 | 10 | 2.9 | 0.1

5 of these compounds, set out differently.
Value order – MITF inh	TEAD-YAP block	GPR151 ag	FBW7 act
- O=C(NCc1cccc(C(F)(F)F)c1)c1ccc2nc(Nc3ccc(C(F)(F)F)cc3)sc2c1
    3	-3	0.2	0.1
- Cc1ccnc(NC(=O)c2cc3c(=O)n(C)c4ccccc4c3s2)c1
    -2	0	-0.8	0.0
- COc1ccc(S(=O)(=O)NC(CC(=O)NCCCN2CCOCC2)C(C)C)cc1 (stereo not given)
    -2	3	-1.7	-0.2
- O=C(O)c1nn(CCOc2ccc(Br)cc2)c(=O)c2ccccc12
    14	0	0.7	0.6
- COc1ccc(C2CC(=O)C3=C(C2)NC(C)=C(C#N)C3c2ccc(N(C)C)cc2)cc1 (stereo not given)
    1	28	-0.2	0.0
